Screening data: PubChem BioAssay, National Center for Advancing Translational Sciences (NCATS)
GALK inh – blocks human galactokinase activity; P51570; Purified GALK, Kinase-Glo residual ATP luminescence; Potency, µM (top dose mostly 57.5 µM), for inactives: at the top dose activity change, negative = inhibition, actives largely listed as inhibitors; actives 0.007% (n = 270,000); note: potency is the fitted concentration of half-maximal effect
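Luminescence from leftover ATP (Ultra-Glo luciferase/luciferin) served as read-out after a 1 h room-temperature reaction of 5 nM GALK with 35 uM ATP and 100 uM galactose.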
FBPA coupling cs – coupling enzyme interference in Giardia aldolase counter-screen; activity change, negative = inhibition, % at 58.2 µM, hits read low; actives 0.67% (n = 290,000); coupling enzyme system counterscreen, AmpLite Red fluorescence; in the data active = activity change below about -30%
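Fluorescence at 525 nm excitation and 598 nm emission measured inhibition of the coupled detection system without aldolase. Compounds (at 57.5 uM final) were preincubated 10 min at room temperature with coupling enzyme reagent before a 20 min substrate/AmpLite Red step.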
B2AR arrestin – agonists driving beta-arrestin recruitment to human beta2-adrenergic receptor | actives 0.02% (n = 330,000) | Potency, µM (titrated, usually from 46.1 µM), for inactives: at the top dose activation, actives largely listed as activators | P07550 | beta-arrestin recruitment to beta2AR, cell-based reporter | AID 492947;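 note: potency is the fitted concentration of half-maximal effect; 0% = DMSO controls and full agonism = EC100 isoproterenol or metaproterenol; nearly all actives have a fitted effect of over 65% in size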
hERG WT inh – KCNH2 (human, wildtype) channel inhibition; AID 720551; activity change, % at 1.84 µM; U2OS, BacMam KCNH2, thallium flux FluxOr; active compounds read low; Q12809; actives 0.37% (n = 340,000);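 active = maximum activity change below -70%; inconclusive = maximum activity change between -70% and -50%; inactive = maximum activity change above -50%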
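U2OS cells transduced with wild-type KCNH2 virus are loaded with FluxOr dye for 45 min, and thallium flux is measured in kinetic reads before and after stimulation buffer. Rate constants are normalized to DMSO controls.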
PKM2 act – activators of human pyruvate kinase M2. P14618. purified PKM2, Kinase-Glo ATP luminescence, activation; response scale: 0% is enzyme alone, no compound. Potency, µM (top dose mostly 57.5 µM), for the others: at the top dose activation, hits mostly activators. actives 0.34% (n = 260,000). AID 1631; note: potency is the fitted concentration of half-maximal effect; nearly all actives have a fitted effect of over 55% in size
Target sequence (P14618 whole entry, looked up): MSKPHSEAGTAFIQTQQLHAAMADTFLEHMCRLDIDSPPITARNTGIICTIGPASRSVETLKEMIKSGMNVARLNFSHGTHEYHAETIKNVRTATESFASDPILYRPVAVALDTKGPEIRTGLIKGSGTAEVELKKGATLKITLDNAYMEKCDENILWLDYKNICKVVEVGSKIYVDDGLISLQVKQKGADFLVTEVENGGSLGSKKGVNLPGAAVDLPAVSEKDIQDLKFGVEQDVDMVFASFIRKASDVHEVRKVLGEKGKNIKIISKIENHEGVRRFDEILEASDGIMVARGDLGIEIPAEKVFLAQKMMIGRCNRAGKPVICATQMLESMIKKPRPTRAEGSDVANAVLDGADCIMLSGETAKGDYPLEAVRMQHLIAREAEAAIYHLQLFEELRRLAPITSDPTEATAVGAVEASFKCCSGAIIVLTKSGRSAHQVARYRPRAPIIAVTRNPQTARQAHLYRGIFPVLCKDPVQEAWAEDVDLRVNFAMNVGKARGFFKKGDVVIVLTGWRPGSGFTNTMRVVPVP
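ATP formation by purified human PK-M2, quantified via coupled luciferase luminescence after 1 h at room temperature with 0.1 mM ADP and 0.5 mM PEP final.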
KCNH2 3.1 block – inhibitors of human KCNH2 3.1 potassium channel isoform; activity change, % (tested at about 1.8 µM); U2OS KCNH2 3.1, thallium flux FluxOr; active compounds read low; actives 0.95% (n = 340,000);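 active = maximum activity change below -70%; inconclusive = maximum activity change from -70% to -50%; inactive = maximum activity change above -50%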;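 note: thallium influx rate constant from kinetic fluorescence after stimulation buffer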
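Steps: virus added to U2OS suspension (4 h, RT, dark); medium with 10% FBS added, cells plated, 37 C overnight; FluxOr/Red40 loading buffer 45 min RT; stimulation buffer, 2 min kinetic read; rate constant normalized.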
Giardia killer – Giardia lamblia killing; actives 0.15% (n = 340,000); activity change, % at 7.66 µM, hits read low; Giardia lamblia trophozoite viability; in the data active = activity change below about -80%; inconclusive = between about -30% and that limit;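 note: parasites exposed to compound for two days anaerobically before the ATP read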
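Media and compound were dispensed first, then trophozoites at 100 cells/well; plates sat 48 hrs at 37 deg C without oxygen before ATP luminescence reagent was added and read after 15-30 min at room temperature.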
USP2a block – blocks human ubiquitin-specific protease USP2a | O75604 | USP2 core, Ub-CHOP2 coupled fluorogenic reporter, 485/531 | Potency, µM (series often up to 38.3 µM), for the others: at the highest dose activity change, negative = inhibition, usual class: inhibitors | actives 0.01% (n = 330,000) | AID 463254;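 note: potency is the fitted concentration of half-maximal effect; plate controls were DMSO wells for no effect and full inhibition by NEM control for full effect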
Target sequence (O75604 whole entry, looked up): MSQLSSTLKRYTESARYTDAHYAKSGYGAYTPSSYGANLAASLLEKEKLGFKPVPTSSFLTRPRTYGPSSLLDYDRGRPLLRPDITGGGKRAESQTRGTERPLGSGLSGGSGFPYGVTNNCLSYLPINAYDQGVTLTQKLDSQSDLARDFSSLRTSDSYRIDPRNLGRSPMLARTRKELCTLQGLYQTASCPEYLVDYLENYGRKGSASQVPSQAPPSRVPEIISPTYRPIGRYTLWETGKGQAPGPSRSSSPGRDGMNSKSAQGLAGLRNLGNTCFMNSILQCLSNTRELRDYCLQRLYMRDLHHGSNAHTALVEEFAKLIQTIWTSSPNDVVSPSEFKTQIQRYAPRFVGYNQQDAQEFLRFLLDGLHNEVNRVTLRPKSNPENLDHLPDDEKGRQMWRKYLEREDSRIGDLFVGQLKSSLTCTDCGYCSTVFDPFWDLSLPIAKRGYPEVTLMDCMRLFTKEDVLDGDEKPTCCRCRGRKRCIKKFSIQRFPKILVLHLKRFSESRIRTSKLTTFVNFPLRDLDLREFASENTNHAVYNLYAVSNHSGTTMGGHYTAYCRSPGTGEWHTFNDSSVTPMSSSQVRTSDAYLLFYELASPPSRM
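Cell-free coupled assay: 10nM USP2 core preincubated 30min RT with compound in Tris-HCl pH 8.0/CaCl2/CHAPS buffer, then 25nM Ub-CHOP2 and 25nM reporter substrate; fluorescence (Ex 485/Em 531) read after 60min RT, normalized to NEM inhibition, concentration-response curves fitted.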
uPA surface inh – inhibitors of cell surface uPA generation; cell surface uPA generation assay, qHTS; Potency, µM (series often up to 38.3 µM), inactives show at the highest dose activity change, negative = inhibition, hits mostly inhibitors; actives 0.31% (n = 330,000); active = well fitted inhibition curve with a large enough effect; inconclusive = small, poorly fitted or top-dose-only effect; inactive = no such curve, though single readings can be large or run the other way; tested in mouse RAW 264.7 cells; note: potency is the fitted concentration of half-maximal effect; nearly all actives have a fitted effect of over 55% in size
Chronic BCR inh – blocks chronic active B-cell receptor signaling. ABC-DLBCL IkBa-CBG/CBR reporter, luminescence ratio, 4 h. actives 0.05% (n = 340,000). Potency, µM (highest dose often 46.1 µM), without a hit: at the highest dose ratio change, negative = lower green/red ratio, actives largely listed as inhibitors; active = well fitted inhibition curve with a large enough effect in the signal ratio, with a control signal flat, not every such curve was filed as active; inconclusive = small, poorly fitted or top-dose-only effect, or effect the other way, or a change in a side signal; the % refers to the signal ratio;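 note: potency is the fitted concentration of half-maximal effect; plate controls were basal doxycycline-induced cells for no effect and cells given 10 µM MG132 for full effect; MG132 reads +100%, hits lower the ratio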
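Doxycycline induced both beetle luciferases in TMD8 lymphoma cells; IKK-driven degradation limits the IkappaBalpha-fused green signal, while red luminescence normalises for cell number and nonspecific effects. Compounds tested up to 46 uM, 4 hrs.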
Eya2 phos inh – Eya2 (human) phosphatase inhibition; actives 0.006% (n = 330,000); recombinant Eya2, OMFP fluorescence dephosphorylation (OMFP is methylfluorescein phosphate); Potency, µM (top dose mostly 76.9 µM), without a hit: top-dose activity, negative = inhibition, hits mostly inhibitors; O00167; AID 488837; note: potency is the fitted concentration of half-maximal effect
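Eya2 protein (added as 0.2 uM solution) was preincubated with compound for 10 min at ambient temperature in 50 mM HEPES pH 7.5, 50 mM NaCl, 5 uM MgCl2, 0.05% BSA, 1 mM DTT. OMFP (added at 50 uM) then reacted 10 min; fluorescence read at 485/525 nm.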
Starred values were filed as active, the others as inactive; u = inconclusive; x = no result given; & = joins results of further samples; [ ] = another dose, or the depositor's remark. Unless noted, calls come from the whole dose curve; as a rule, active = well fitted curve in the direction sought with a large enough effect; inconclusive = small, poorly fitted or top-dose-only effect, or another doubt; inactive = no such curve, though single readings can be large; an effect the other way counts as inactive or inconclusive. Unless noted, % is set by controls: 0 for no effect and ±100 for the full control effect.

SMILES	GALK inh	FBPA coupling cs	B2AR arrestin	hERG WT inh	PKM2 act	KCNH2 3.1 block	Giardia killer	USP2a block	uPA surface inh	Chronic BCR inh	Eya2 phos inh
CCNc1nc(C)c2cc(Br)c(=O)n(CC)c2n1	-1%	6	-0.2%	u	1%	5	-2	1%	-13%	-18%	-35%
CCOC(=O)C1CCN(C(=O)Cn2cc(C#N)c3ccccc32)CC1	-1%	-2	0.3%	-5	-8%	-2	-11	-1%	1%	u	1%
Cc1ccc(Cl)cc1NC(=S)N(CCCN1CCN(C)CC1)Cc1ccco1	-2%	-1	0.1%	40	3%	7	-3	-1%	-5%	5%	14%
N#Cc1nc(COc2ccc(Br)cc2)oc1N1CCCC1	-4%	-1	-1.3%	-7	23%	23	3	-10%	6%	u	-11%
CC1CC(C)CN(C(=O)COC(=O)c2nn(C)c(=O)c3ccccc23)C1 (stereo not given)	x	x	0.2%	-7	x	-7	0	1%	-5%	-8%	-9%
O=c1c2ccccc2nnn1CSc1nnnn1-c1ccccc1	0%	x	-0.6%	4	28µM*	4	-18	4%	4%	-2%	-6%
O=C1c2ccccc2C2=Nc3ccccc3SC(c3cccc(F)c3)C12 (stereo not given)	0%	-2	9.5%	-9	-5%	-28	-13	0%	-5%	u	-12%
Cc1ccc(N(CC(=O)NCCc2ccccc2)S(=O)(=O)c2c(C)noc2C)cc1	0%	-8	-0.2%	-11	-1%	-10	-11	-7%	3%	12%	-26%
C=CCN1CCc2c(cc(O)c(O)c2Cl)C(c2ccccc2)C1 (stereo not given)	2%	-8	3.4%	4	u	7	7	-7%	u	-7%	1%&0%
O=C(O)CCC(=O)Nc1ccc(Br)cc1C(=O)c1ccccc1Cl	-2%	14	0.1%	-1	-1%	21	-5	0%	0%	1%	-5%
Cc1sc2nc(SCC(=O)Nc3c(C)n(C)n(-c4ccccc4)c3=O)n(C)c(=O)c2c1C	5%	2	-0.3%	-11	-2%	-4	-16	-1%	5%	-1%	1%
CSc1nc(NCC(C)C)c2c3c(sc2n1)CN(C)CC3	-5%	-1	0.5%	4	-1%	-7	-3	-1%	x	-10%	8%
COc1nc(-c2ccccc2)c2c(c1C#N)CC(C)(C)OC2	2%	8	0.2%	-25	2%	3	-11	-1%	-5%	8%	-1%
COc1cc2c(cc1OC)C(c1cccs1)N(C(=O)c1ccc(S(=O)(=O)N(C)C)cc1)CC2 (stereo not given)	-2%	0	-0.5%	-7	-3%	5	2	0%	6%	-1%	8%
O=C1c2c(O)cccc2Cc2cccc(O)c21	x	1	-0.3%	-2	x	-3	-5	1%	1%	10%	-1%
Cc1ccc(NC(=O)C2CCCN(c3ncnc4c3nc3n4CCCCC3)C2)nc1 (stereo not given)	-2%	-3	-0.4%	-11	x	-3	5	-1%	1%	7%	0%
CCOC(=O)C1CCN(C(C(=O)Nc2ccc3c(c2)OCCO3)c2ccccc2)CC1 (stereo not given)	0%	-3	-0.7%	9	-3%	0	-1	-1%	8%	-2%	0%
O=C(CCc1nc2ccccc2c(=O)[nH]1)NCCN1C(=O)S/C(=C\c2ccc(Cl)cc2Cl)C1=O	x	x	4.7%	-2	x	3	-16	1%	-5%	4%	11%
CCN(CC)S(=O)(=O)c1ccc(NC(=O)Cn2c(=O)oc3ccccc32)cc1	-4%	0	0.2%	-18	-5%	5	-2	-1%	-5%	2%	5%
COc1ccc(NC(=O)C2CCCC2)cc1	3%	1	0.1%	1	0%	4	-18	1%	1%	0%	-2%
C[C@H]1CN([C@@H](C)CO)C(=O)Cc2cc(NC(=O)Cc3cn(C)c4ccccc34)ccc2O[C@@H]1CN(C)S(=O)(=O)c1cn(C)cn1	x	x	3.2%	-14	x	-9	-12	1%	17%	0%	0%
NC(=O)CC(NC(=O)Cc1cccc2ccccc12)c1ccc(NC2CCCCCCC2)c([N+](=O)[O-])c1 (stereo not given)	-4%	4	0.1%	x	-3%	x	u	0%	-4%	-8%	-5%
COc1ccc2[nH]cc(CCNC(=O)CC[C@H]3O[C@@H](n4cc(C)c(=O)[nH]c4=O)C[C@@H]3O)c2c1	x	x	-1.0%	4	x	x	0	2%	7%	u	1%
NC(=O)C1CCN(C(=O)CN2CCc3ccccc32)CC1	0%	-4	-2.3%	-3	1%	3	4	2%	8%	-1%	0%
COc1ccc(C(=O)/C=C/c2cccs2)c(OC(=O)N2CCOCC2)c1	-1%	-3	-0.2%	-5	4%	33	15	6%	-9%	-13%	0%
CCOc1ccc(S(=O)(=O)N2CCOCC2)cc1NC(=O)Cc1c(F)cccc1Cl	x	x	0.1%	-6	x	-7	20	1%	1%	u	1%
Cc1ccc(NCCC(=O)c2cccc([N+](=O)[O-])c2)cc1	4%	1	0.0%	-4	-1%	-29	-13	1%	x	13%	-14%
CCN(C(=O)COC(=O)c1cccnc1Nc1ccccc1F)C1CCS(=O)(=O)C1 (stereo not given)	7%	-1	0.2%	10	-12%	6	u	3%	-6%	u	0%
CN(c1ccccc1)S(=O)(=O)c1ccc(C(=O)NCC(c2ccco2)N2CCCCC2)cc1 (stereo not given)	x	x	-0.9%	5	x	11	-29	4%	-19%	6%	11%
C=CCOc1ccc2c(c1)c(S(=O)(=O)c1ccc(C)cc1)cn2COC	0%	-1	0.1%	3	-7%	-9	-9	-1%	2%	-17%	-4%

PKM2 act: hit marks shown above.
mol | GALK inh | B2AR arrestin | PKM2 act | uPA surface inh | Eya2 phos inh
O=c1c2ccccc2nnn1CSc1nnnn1-c1ccccc1 | 0% | -0.6% | 28µM* | 4% | -6%

Remaining list, next part.
SMILES	GALK inh	FBPA coupling cs	B2AR arrestin	hERG WT inh	PKM2 act	KCNH2 3.1 block	Giardia killer	USP2a block	uPA surface inh	Chronic BCR inh	Eya2 phos inh
COc1ccc(OC)c(NC=C2C(=O)OC(C)(C)OC2=O)c1	0%	-14	-0.5%	-9	-4%	0	2	3%	0%	u	-13%
Cc1ccc(C)c(S(=O)(=O)C(C#N)c2nc3ccccc3nc2N2CC(C)OC(C)C2)c1 (stereo not given)	-1%	4	-0.2%	4	-3%	15	4	-2%	1%	-1%	9%
CC1C=CCC2C(=O)N(c3cccc(C(=O)N4CCN(c5ccc(F)cc5)CC4)c3)C(=O)C12 (stereo not given)	-1%	0	0.4%	-26	-2%	-4	0	1%	-2%	u	3%
Cc1ccc(C(C)C)c(OCCn2c(=O)oc3ccccc32)c1	-1%	-1	-0.4%	4	-20%	-19	36[activator]	-8%	9%	16%	-11%
CC1CCN(S(=O)(=O)N2CCC(C(=O)NCCN3CCOCC3)CC2)CC1	0%	-2	0.1%	-6	8%	9	-1	1%	8%	5%	11%
CCN(CC(=O)Nc1cccc(S(=O)(=O)N2CCOCC2)c1)Cc1ccccc1	x	x	0.3%	1	x	-4	0	0%	-1%	0%	-28%
COc1ccc(N2CCN(C(CNC(=O)C(=O)NCCCO)c3ccco3)CC2)cc1 (stereo not given)	-1%	2	0.5%	-23	-7%	-24	6	1%	-6%	5%	14%
O=C1CC(N2CCOCC2)C(=O)N1c1cccc(Cl)c1 (stereo not given)	6%	5	0.5%	5	1%	2	13	-3%	-7%	-5%	-1%
Cc1nn(CCc2nc(-c3ccco3)cs2)c2[nH]c(=O)cc(C(F)(F)F)c12	3%	7	0.2%	-10	10%	-8	31[activator]	-6%	3%	-3%	2%[15.4 µM]
COc1ccc(OC)c(NC(=O)C2CCN(C(=O)C3CC(=O)N(c4ccc(C)cc4)C3)CC2)c1 (stereo not given)	1%	2	0.2%	-5	x	u	-16	-1%	-10%	-8%	13%
CN1CCc2ccccc2C1C1CCNCC1 (stereo not given)	-3%	0	-0.6%	4	1%	-5	-1	-3%	x	0%	-2%
O=c1c2c3c(sc2n(CCN2CCCCC2)c(=O)n1Cc1ccco1)CCCCC3	1%	9	-0.7%	u	6%	u	35[activator]	3%	x	-3%	6%
Cn1c(CC(=O)Nc2ccccc2)nnc1SCC(=O)Nc1ccc(N2CCOCC2)cc1	2%	0	-0.6%	3	1%	-4	14	1%	-1%	u	3%
CCCCC(C(=O)O)C(C)CC(=O)Nc1ccn(-c2ccccc2)n1 (stereo not given)	-2%	7	-0.8%	-12	1%	24	-5	-5%	-5%	0%	-12%
Cc1ccc(S(=O)(=O)N2[C@@H](c3ccc4c(c3)OCO4)C(C(=O)O)=C[C@H]2CC2CCCC2)cc1	x	x	-0.2%	-5	x	-22	5	-1%	-2%	0%	-8%
CSc1cccc(NS(=O)(=O)c2ccc3c(c2)NC(=O)C(C)C(=O)N3)c1 (stereo not given)	x	0	0.4%	32	-2%	-10	3	1%	4%	1%	4%
COc1ccc2nc(C)cc(Nc3ccc(C(=O)O)cc3)c2c1	-2%	0	0.3%	-2	x	-8	25	0%	2%	0%	5%
O=C(COC(=O)CN1C(=O)c2ccccc2C1=O)Nc1ccccc1	x	x	-0.5%	3	x	18	-22	2%	-17%	0%	2%
